USP28 inh: inhibitors of human USP28 deubiquitinase. Ubiquitin carboxyl-terminal hydrolase 28 (Homo sapiens), Q96RU2. purified USP28, Ub-rhodamine cleavage fluorescence, 30 min. inhibition, % at 25 µM. hit rate 3% among 47,000
USP17 inh: inhibitors of human USP17 deubiquitinase; Ubiquitin carboxyl-terminal hydrolase 17-like protein 5 (Homo sapiens), A8MUK1; purified USP17, Ub-rhodamine cleavage fluorescence, 3 h; inhibition, % at 50 µM; hit rate 6.5% among 47,000
USP30 inh: inhibitors of human USP30 deubiquitinase; AID 1645860, 2021; hit rate 5.3% among 47,000; purified USP30, Ub-rhodamine cleavage fluorescence; inhibition, % at 25 µM; Ubiquitin carboxyl-terminal hydrolase 30 (Homo sapiens), Q70CQ3
UCHL1 inh: inhibitors of human UCHL1 deubiquitinase | hit rate 0.2% among 47,000 | purified UCHL1, Ub-rhodamine cleavage fluorescence | AID 1645859, 2021 | inhibition, % at 20 µM | Ubiquitin carboxyl-terminal hydrolase isozyme L1 (Homo sapiens), P09936
Target sequence (P09936 whole entry, looked up): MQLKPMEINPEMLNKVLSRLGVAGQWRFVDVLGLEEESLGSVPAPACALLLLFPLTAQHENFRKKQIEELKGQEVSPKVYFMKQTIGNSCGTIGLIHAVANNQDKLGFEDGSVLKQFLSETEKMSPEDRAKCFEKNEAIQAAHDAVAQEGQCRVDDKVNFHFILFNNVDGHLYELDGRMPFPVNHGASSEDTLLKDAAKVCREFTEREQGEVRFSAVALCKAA
USP10 block: inhibitors of human USP10 deubiquitinase | inhibition, % at 20 µM | hit rate 1.1% among 47,000 | Ubiquitin carboxyl-terminal hydrolase 10 (Homo sapiens), Q14694 | purified USP10, Ub-rhodamine fluorescence, 60 min
USP7 inh: inhibitors of human USP7 deubiquitinase | purified USP7, Ub-rhodamine cleavage fluorescence | hit rate 0.3% among 47,000 | inhibition, % at 20 µM | AID 1645854, 2021 | Ubiquitin carboxyl-terminal hydrolase 7 (Homo sapiens), Q93009
USP8 inh: inhibitors of human USP8 deubiquitinase; purified USP8, Ub-rhodamine cleavage fluorescence, 30 min; Ubiquitin carboxyl-terminal hydrolase 8 (Homo sapiens), P40818; hit rate 4.2% among 47,000; inhibition, % at 20 µM
OTUD3 block: inhibitors of human OTUD3 deubiquitinase | OTU domain-containing protein 3 (Homo sapiens), Q5T2D3 | purified OTUD3, Ub-rhodamine fluorescence, 2 h | inhibition, % at 25 µM | hit rate 0.7% among 47,000
Target sequence (Q5T2D3 whole entry, looked up, the tested form may be a part): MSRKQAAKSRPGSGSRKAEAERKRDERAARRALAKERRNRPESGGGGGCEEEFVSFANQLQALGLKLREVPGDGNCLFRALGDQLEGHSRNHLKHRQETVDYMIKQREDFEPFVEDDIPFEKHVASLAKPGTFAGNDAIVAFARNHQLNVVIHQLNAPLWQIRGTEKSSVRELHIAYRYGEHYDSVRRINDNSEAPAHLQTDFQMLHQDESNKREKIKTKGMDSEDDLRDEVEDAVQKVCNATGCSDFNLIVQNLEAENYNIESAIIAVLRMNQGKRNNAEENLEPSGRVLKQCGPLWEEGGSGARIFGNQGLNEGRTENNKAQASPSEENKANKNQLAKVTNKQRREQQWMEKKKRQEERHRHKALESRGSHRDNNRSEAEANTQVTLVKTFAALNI
* hit, by the source's call; i = inactive; · = not tested or not shown. No stated cut-off is given here; in the data, active means inhibition above about 30%; inactive means the rest.

SMILES	USP28 inh	USP17 inh	USP30 inh	UCHL1 inh	USP10 block	USP7 inh	USP8 inh	OTUD3 block
COc1cccc2cc(-c3nnc(SCC(=O)c4ccc(F)cc4)n3C)oc12	1	·	9	6	18	3	39*	-1
O=S1(=O)CCN(Cc2cccnc2)c2c(Oc3ccccc3)nc(F)c(Cl)c21	13	16	11	5	-1	-130	21	1
O=c1c2cc(Br)ccc2[nH]c(=S)n1Cc1cccnc1	11	·	13	10	32*	20	88*	13
Cc1cccc(N(CC(=O)NCc2ccccc2)C(=O)CCC(=O)Nc2nccs2)c1C	8	3	17	2	2	-8	11	-3
COc1cccc(-c2cc(N3CCCN(C(=O)c4cccc(C#N)c4)CC3)ncn2)c1	7	2	3	2	1	6	1	8
COc1ccc(Nc2ncc(C(=O)Nc3ccc(Oc4ccccc4)cc3)c3ccccc23)cc1	14	19	68*	7	8	2	20	25
Cc1cccc(C)c1NC(=O)C(c1ccccc1)N(Cc1ccccc1)C(=O)C1CCC(=O)N1 (centres undefined)	-17	-17	-54	-1	-2	-17	-5	-17
Cn1nc(-c2ccccc2)c(CO)c1Sc1cccc(C(F)(F)F)c1	28	20	22	10	6	-12	6	15
CC(NC(=O)C1CCN(c2cnc(N3CCCC3)nc2)CC1)c1ccc(F)cc1 (centres undefined)	-6	-3	-37	2	-1	4	10	5
CC(C)N1C(=O)Cc2ccccc2C1C(=O)NCc1ccccc1F (centres undefined)	5	6	7	0	-5	-17	27	3
CCNC(=O)CC1C(=O)N(c2ccc(C)cc2)C(=O)N1Cc1ccccn1 (centres undefined)	-14	6	6	4	1	6	18	8
Cc1ccc(CNC(=O)CCCn2c(=O)c3ccccc3n(CC(=O)Nc3cc(C)[nH]n3)c2=O)cc1	0	1	4	-2	1	-1	4	-4
Cc1ccc2nc3c(cc(C(=O)Nc4ccc5c(c4)OCCO5)n3C)c(=O)n2c1	-221	-138	i	-22	-7	-39	-42	-96
O=S1(=O)[C@@H]2CCN(Cc3cccnc3)CC[C@@H]2CN1Cc1cccc(Cl)c1	-19	-18	-64	-2	-6	-2	-23	-9
CCN1C[C@H]2CCN(C(=O)Cc3cccc(OC)c3)CC[C@H]2S1(=O)=O	12	5	19	2	0	4	7	11
COc1ccc(-c2nnc(-c3ccc(-n4ccnc4)nc3)o2)cc1F	-6	-3	2	-3	-2	-1	-38	-11
COc1ccc(NC(=O)C(C)c2c(C)n[nH]c2C)cc1Cl (centres undefined)	·	5	·	1	-2	3	0	4
Cn1nc(C(=O)N2CCOCC2)c2c1CN(Cc1ccco1)CC2	-15	-2	-47	-1	-2	-2	-1	-6
O=C(O)Cc1sc(Nc2ccccc2)nc1-c1ccc(Oc2ccccc2)cc1	-87	-120	-416	-5	-9	-26	-118	-125
CCOC(=O)c1cnc2c(C(F)(F)F)cccc2c1Sc1ccc(C)cc1C	-1	4	1	0	3	1	3	5
COc1ccc(OC)c(NC(=O)C2CCCCN2S(=O)(=O)c2ccc(F)cc2)c1 (centres undefined)	14	15	18	6	6	3	22	15
O=C(NC1CCS(=O)(=O)C1)c1cc(-c2ccccn2)nc2ccccc12 (centres undefined)	-4	-11	-7	-2	-1	3	-20	-2
CN(c1ccccc1)S(=O)(=O)c1cccc(NC(=O)COc2cccc(-n3cnnn3)c2)c1	10	-5	8	2	6	4	6	-6
O=C(c1ccc(-c2ccccc2)cc1)c1nc(N2CCOCC2)c2c3c(sc2n1)CCCC3	-19	-17	-15	-1	1	-1	3	-5
COc1ccc(NC(=O)N2CCN(C3=CC4=NC(C)CN4C=N3)CC2)c(C)c1 (centres undefined)	-4	-33	-4	-4	2	0	-196	-3
CC(C)CCN1Cc2c(C(=O)N3CCCC3)ncn2-c2ccccc2S1(=O)=O	0	-8	6	-1	-1	-5	-130	8
COc1cccc(CNC(=O)COc2ccccc2-c2nnc(-c3ccccc3)o2)c1	0	0	14	-3	-3	3	-3	0
O=S(=O)(Cc1ccccc1)N1CC2(CCN(CC3CCCC3)CC2)C1	3	0	2	1	-1	2	-22	7
Cn1c(=O)c2ccc(C3CCN(C(=O)c4ccc(F)cc4)C3)nc2n(C)c1=O (centres undefined)	1	-4	14	-1	0	1	8	7
Cc1cc(C2CN(C(=O)c3cc(C(C)(C)C)[nH]n3)CCO2)ccn1 (centres undefined)	5	3	12	-1	1	-2	0	6
Cc1ccc2c(CNCc3ccccc3F)cc(=O)oc2c1	·	1	·	3	1	-127	-3	0
COCCn1c(SC(C(=O)Nc2cc(C)ccc2OC)c2ccccc2)nnc1-c1ccc(Cl)cc1 (centres undefined)	17	0	28	5	7	4	14	18
CCOc1ccc(-c2nonc2NC(=O)Cc2ccc(OC)cc2)cc1	7	10	25	0	8	5	4	10
Cc1cccc(NC(=O)CC(c2cccc(F)c2)n2cccc2)n1 (centres undefined)	4	-10	-5	0	-1	-4	-42	-4
O=C1CC(c2ccco2)Cc2nc(NCc3ccco3)ncc21 (centres undefined)	-16	34*	-113	2	6	-19	-4	-18
O=S(=O)(NCc1ccccc1C(F)(F)F)c1c[nH]c2ncccc12	-6	2	2	-1	0	-1	10	-4
COc1ccc(C(=O)N2CCN(c3nc(C)cc(N(C)C)n3)CC2)cc1OC	0	5	0	0	-1	3	9	5
CC1CCN(C(=O)c2ccc(CSc3nc4ccncc4n3Cc3ccccc3)cc2)CC1	30	8	25	1	1	2	-3	1
Cc1ccc(C)c(N2CCN(c3c(S(=O)(=O)c4ccccc4)cnc4ccccc34)CC2)c1	·	18	·	11	7	15	9	2
CNC(=O)C1CN(C)CCN(C(=O)c2cc(C(C)C)no2)C1 (centres undefined)	-14	-10	-1	-2	0	0	-8	-12
Cc1c(C(=O)NCCN2CCOCC2)oc2ccc(S(=O)(=O)N3CCOCC3)cc12	4	9	14	2	-1	4	12	5
COc1ccc(OCC(O)CNC(=O)Nc2cc(C)cc(C)c2)cc1 (centres undefined)	4	-2	0	0	4	-3	-3	-3
O=S(=O)(c1ccccc1)N1CCC(n2cnnc2-c2ccccc2)CC1	-3	-3	0	-3	-1	-2	-11	0
COc1ccc(OCC(=O)N2CCC(c3[nH]nc4nccnc34)CC2)cc1	9	17	11	0	3	2	7	1
NC(=O)[C@@H]1CN(S(=O)(=O)c2ccccc2)[C@H]2c3ccccc3O[C@@H]12	-2	-15	3	0	6	1	-31	0
COc1ccccc1/C=C/C(=O)Nc1cc(S(=O)(=O)Nc2ccccc2F)ccc1Cl	-12	-12	-62	-5	-4	1	-4	5
O=C(CCc1nnc2n(Cc3ccccc3)c(=O)c3ccccc3n12)NCc1cccnc1	9	18	38*	1	-1	-42	1	4
Cc1ccc(S(=O)(=O)CCSc2cccc(C(=O)NCc3ccccc3)c2)cc1	-4	-11	-8	0	7	6	-21	-4
Cn1nc(-c2nc(C3CC3)no2)c2c1CCN(C(=O)C1(c3ccccc3)CC1)C2	-8	-6	-26	-4	-1	-9	0	-3
O=C(CCCN1C(=O)C(c2ccccc2)Oc2cccnc21)NCc1ccccc1F (centres undefined)	9	0	5	2	2	-47	9	2
The list continues:
SMILES	USP28 inh	USP17 inh	USP30 inh	UCHL1 inh	USP10 block	USP7 inh	USP8 inh	OTUD3 block
Cc1cnc(C(=O)N2CC[C@@H]3[C@H]2CCCC(=O)N3Cc2ccccc2C(F)(F)F)cn1	-7	-2	-6	-2	0	-4	-18	-12
O=C(Cc1nnc(-c2cnccn2)o1)NCc1cccc(Cl)c1	-2	-5	-5	-1	4	3	-7	-10
CC(Oc1ccccc1)c1ccn[nH]1 (centres undefined)	·	0	·	-1	-2	4	-1	2
COc1ccc(-c2nc(SCC(=O)Nc3ccc(C(C)=O)cc3)n[nH]2)cc1	-1	54*	-1	-1	2	-2	4	-2
N#Cc1ccccc1NC(=O)COC(=O)C(Cc1c[nH]c2ccccc12)NC(=O)c1ccc(Cl)cc1 (centres undefined)	5	14	-2	4	-1	-4	16	4
CNC(=O)C1CN(C(=O)Cc2cccc(F)c2)CC12CCCC2 (centres undefined)	0	1	0	2	2	·	0	1
O=C(N[C@@H]1CC[C@H]2Oc3ccccc3N[C@H]2[C@@H]1O)c1ccccc1F	0	5	20	4	7	6	11	7
CC1CCCCN1C(=O)c1cc(-c2cnc(-c3ccnn3C)nc2)cn1C (centres undefined)	-7	-13	-14	0	-5	·	-10	2
Cc1ccc(C2CC(c3ccccc3)N(C(=O)C3CC3)c3ncnn32)cc1 (centres undefined)	-5	-7	8	0	2	-4	0	-6
CC(C)(C)CN1CCCC(CNS(=O)(=O)c2cccc3cccnc23)C1 (centres undefined)	-77	-54	-290	-29	-6	-23	-47	-80
COc1ccc(C(=O)N2CCc3c([nH]c4ccccc34)C2C(F)(F)F)cc1 (centres undefined)	17	3	-2	7	2	0	8	4
Cc1ccnc(NC(=O)CC(c2cccc(F)c2)n2cccc2)c1 (centres undefined)	18	5	2	2	3	5	8	2
Cc1ccc(S(=O)(=O)N2CCN(c3nc4ccccc4s3)CC2)cc1	1	3	10	0	5	4	9	7

Exported as a markdown table: part of the list above.
| SMILES | USP28 inh | USP17 inh | USP30 inh | UCHL1 inh | USP10 block | USP7 inh | USP8 inh | OTUD3 block |
| --- | --- | --- | --- | --- | --- | --- | --- | --- |
| NC(=O)[C@@H]1CN(S(=O)(=O)c2ccccc2)[C@H]2c3ccccc3O[C@@H]12 | -2 | -15 | 3 | 0 | 6 | 1 | -31 | 0 |
| COc1ccccc1/C=C/C(=O)Nc1cc(S(=O)(=O)Nc2ccccc2F)ccc1Cl | -12 | -12 | -62 | -5 | -4 | 1 | -4 | 5 |
| O=C(CCc1nnc2n(Cc3ccccc3)c(=O)c3ccccc3n12)NCc1cccnc1 | 9 | 18 | 38* | 1 | -1 | -42 | 1 | 4 |
| Cc1ccc(S(=O)(=O)CCSc2cccc(C(=O)NCc3ccccc3)c2)cc1 | -4 | -11 | -8 | 0 | 7 | 6 | -21 | -4 |
| Cn1nc(-c2nc(C3CC3)no2)c2c1CCN(C(=O)C1(c3ccccc3)CC1)C2 | -8 | -6 | -26 | -4 | -1 | -9 | 0 | -3 |
| O=C(CCCN1C(=O)C(c2ccccc2)Oc2cccnc21)NCc1ccccc1F (centres undefined) | 9 | 0 | 5 | 2 | 2 | -47 | 9 | 2 |
| Cc1cnc(C(=O)N2CC[C@@H]3[C@H]2CCCC(=O)N3Cc2ccccc2C(F)(F)F)cn1 | -7 | -2 | -6 | -2 | 0 | -4 | -18 | -12 |
| O=C(Cc1nnc(-c2cnccn2)o1)NCc1cccc(Cl)c1 | -2 | -5 | -5 | -1 | 4 | 3 | -7 | -10 |
| CC(Oc1ccccc1)c1ccn[nH]1 (centres undefined) | · | 0 | · | -1 | -2 | 4 | -1 | 2 |
| COc1ccc(-c2nc(SCC(=O)Nc3ccc(C(C)=O)cc3)n[nH]2)cc1 | -1 | 54* | -1 | -1 | 2 | -2 | 4 | -2 |
| N#Cc1ccccc1NC(=O)COC(=O)C(Cc1c[nH]c2ccccc12)NC(=O)c1ccc(Cl)cc1 (centres undefined) | 5 | 14 | -2 | 4 | -1 | -4 | 16 | 4 |
| CNC(=O)C1CN(C(=O)Cc2cccc(F)c2)CC12CCCC2 (centres undefined) | 0 | 1 | 0 | 2 | 2 | · | 0 | 1 |
| O=C(N[C@@H]1CC[C@H]2Oc3ccccc3N[C@H]2[C@@H]1O)c1ccccc1F | 0 | 5 | 20 | 4 | 7 | 6 | 11 | 7 |
| CC1CCCCN1C(=O)c1cc(-c2cnc(-c3ccnn3C)nc2)cn1C (centres undefined) | -7 | -13 | -14 | 0 | -5 | · | -10 | 2 |
| Cc1ccc(C2CC(c3ccccc3)N(C(=O)C3CC3)c3ncnn32)cc1 (centres undefined) | -5 | -7 | 8 | 0 | 2 | -4 | 0 | -6 |
| CC(C)(C)CN1CCCC(CNS(=O)(=O)c2cccc3cccnc23)C1 (centres undefined) | -77 | -54 | -290 | -29 | -6 | -23 | -47 | -80 |

High-throughput results as filed in PubChem BioAssay.
